FUS yeast rescue: qHTS for Suppressors of FUS Proteinopathy: Primary screen using FUS-linked yeast assay; S. cerevisiae FUS-expressing, growth rescue, OD600, 24 h; Potency, µM (series often up to 76.6 µM), for inactives: at the top dose growth rescue (activation), most hits filed as activators; 390,000 compounds, 0.24% hits;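 also: potency is read from the fitted curve at half-maximal effect; plate controls were DMSO vehicle for no effect and reference control for full effect; nearly all actives have a fitted effect of over 55% in size; some results filed as inactive show a strong effect at the top dose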
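Galactose (2%) drives FUS expression in yeast precultured in raffinose; seeding density OD 0.005. Test compounds incubated 24hr at 30C and 99% humidity before absorbance at 600 nm was measured.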
Abeta yeast res: qHTS for compounds that reverse cellular toxicity of Amyloid beta (A-beta) peptide in yeast: Primary Screen | yeast expressing A-beta42, growth rescue, OD600, 48 h; response scale: 0% DMSO, 100% iron-clioquinol control | 410,000 compounds, 0.063% hits | Potency, µM (top dose mostly 46.1 µM), inactives show top-dose growth rescue, actives largely listed as activators; also: potency is read from the fitted curve at half-maximal effect; nearly all actives have a fitted effect of over 55% in size
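Growth rescue measured by 600 nm absorbance after 48 h yeast culture at 30 C with compound. Values normalized between DMSO and an equimolar ferric chloride plus clioquinol control.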
EPAC1 agonist: qHTS for Agonist of cAMP-regulated guanine nucleotide exchange factor 3 (EPAC1): primary screen; Rap guanine nucleotide exchange factor 3 (Homo sapiens), O95398; EPAC1 agonist qHTS, biochemical assay; response scale: 100% = response to 6.5 mM cAMP; Potency, µM (highest dose often 154 µM), without a hit: at the top dose activation, hits mostly activators; 360,000 compounds, 0.073% hits; AID 720707, 2013; also: potency is read from the fitted curve at half-maximal effect; nearly all actives have a fitted effect of over 60% in size
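Normalized to 6.5 mM cAMP, activity reflects EPAC1-catalysed release of BODIPY-GDP from Rap1B, followed kinetically over 30 min at 480 nm excitation, 540 nm emission. Reaction contained 100 nM EPAC1, 250 nM Rap1B-BODIPY-GDP, 50 uM GDP.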
WRN inhibitor: qHTS for Inhibitors of WRN Helicase. Bifunctional 3'-5' exonuclease/ATP-dependent helicase WRN (Homo sapiens), Q14191. WRN helicase unwinding, fluorescent forked duplex, kinetic. AID 651768, 2012. 360,000 compounds, 0.46% hits. Potency, µM (highest dose often 114 µM), for the others: at the top dose activity change, negative = inhibition, hits mostly inhibitors; also: potency is read from the fitted curve at half-maximal effect; % is scaled to controls: 0 for no effect and ±100 for the full control effect; nearly all actives have a fitted effect of over 55% in size
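Fluorescence dequenching readout, ex 525 nm/em 598 nm, kinetic mode: forked duplex DNA (100 nM final) with adjacent fluorophore and quencher unwound by WRN (20 nM final) with 2 mM ATP. Compound preincubation 15 min, room temperature.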
EPAC1 antagonist: qHTS for Antagonist of cAMP-regulated guanine nucleotide exchange factor 3 (EPAC1): primary screen; Potency, µM (series often up to 115 µM), without a hit: at the highest dose activity change, negative = inhibition, actives largely listed as inhibitors; 360,000 compounds, 0.14% hits; EPAC1 GEF assay, Rap1b-BODIPY-GDP exchange fluorescence; AID 720709, 2013;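 also: potency is read from the fitted curve at half-maximal effect; plate controls were vehicle for no effect and positive control for full effect; nearly all actives have a fitted effect of over 50% in size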
PI5P4Ka inh: qHTS for Inhibitors of phosphatidylinositol 5-phosphate 4-kinase (PI5P4K). Phosphatidylinositol 5-phosphate 4-kinase type-2 alpha (Homo sapiens), P48426. AID 652105, 2013. 330,000 compounds, 1.2% hits. PI5P4Kalpha enzyme, ADP-Glo luminescence, 60 min; hits give low values. max response, %; active = max response of -50% or lower; inconclusive = between -30% and -50%; inactive = -30% or higher; also: value at the top dose of about 77 µM; % is scaled to controls: 0 for no effect and ±100 for the full control effect
Target sequence (P48426 whole entry, looked up): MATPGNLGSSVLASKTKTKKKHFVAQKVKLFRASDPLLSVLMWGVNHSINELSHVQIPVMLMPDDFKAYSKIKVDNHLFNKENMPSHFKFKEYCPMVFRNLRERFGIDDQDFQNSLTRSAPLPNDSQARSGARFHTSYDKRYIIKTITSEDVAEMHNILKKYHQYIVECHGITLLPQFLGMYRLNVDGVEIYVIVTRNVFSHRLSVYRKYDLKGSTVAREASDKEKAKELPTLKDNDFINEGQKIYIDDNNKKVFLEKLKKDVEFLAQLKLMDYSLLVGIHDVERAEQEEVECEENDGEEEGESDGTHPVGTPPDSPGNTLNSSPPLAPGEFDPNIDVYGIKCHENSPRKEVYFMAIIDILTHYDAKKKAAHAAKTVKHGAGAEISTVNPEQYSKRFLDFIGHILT
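qHTS, 1536-well: enzyme/substrate mix, compound by pin tool, 5 microM ATP final; RT 60 min; ADP-Glo reagents 1 (45 min) then 2 (30 min); luminescence.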
IL-2 act: qHTS of IL-2 Activators; IL-2 activation reporter assay, cell-based qHTS; stimulated with anti-CD3/CD4/CD28 beads; in transgenic mouse T cells; activation, % (series mostly up to about 46 µM); 360,000 compounds, 0.065% hits; AID 652025, 2013; in the data active = activation above about 50%; inconclusive = mostly about 30% to 49%; also: 0% is about no effect
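Quantitative HTS in unstimulated transgenic mouse T cells, with memory T cells as non-tolerant control and PMA/ionomycin as tolerance-bypass control. Compound pretreatment lasted 60 minutes before 18 h bead stimulation; EGFP/DsRed fluorescence read.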
PLK1 PBD block: qHTS for Inhibitors of PLK1-PDB (polo-like kinase 1 - polo-box domain): Primary Screen; Plk1 PBD binding of FITC phosphopeptide, fluorescence polarization; Potency, µM, inactives show max response, negative = inhibition, most hits filed as inhibitors; 360,000 compounds, 2.8% hits; also: potency is read from the fitted curve at half-maximal effect; series mostly up to about 57 µM; % is scaled to controls: 0 for no effect and ±100 for the full control effect; nearly all actives have a fitted effect of over 65% in size
Target sequence (P53350 whole entry, looked up, the tested form may be a part): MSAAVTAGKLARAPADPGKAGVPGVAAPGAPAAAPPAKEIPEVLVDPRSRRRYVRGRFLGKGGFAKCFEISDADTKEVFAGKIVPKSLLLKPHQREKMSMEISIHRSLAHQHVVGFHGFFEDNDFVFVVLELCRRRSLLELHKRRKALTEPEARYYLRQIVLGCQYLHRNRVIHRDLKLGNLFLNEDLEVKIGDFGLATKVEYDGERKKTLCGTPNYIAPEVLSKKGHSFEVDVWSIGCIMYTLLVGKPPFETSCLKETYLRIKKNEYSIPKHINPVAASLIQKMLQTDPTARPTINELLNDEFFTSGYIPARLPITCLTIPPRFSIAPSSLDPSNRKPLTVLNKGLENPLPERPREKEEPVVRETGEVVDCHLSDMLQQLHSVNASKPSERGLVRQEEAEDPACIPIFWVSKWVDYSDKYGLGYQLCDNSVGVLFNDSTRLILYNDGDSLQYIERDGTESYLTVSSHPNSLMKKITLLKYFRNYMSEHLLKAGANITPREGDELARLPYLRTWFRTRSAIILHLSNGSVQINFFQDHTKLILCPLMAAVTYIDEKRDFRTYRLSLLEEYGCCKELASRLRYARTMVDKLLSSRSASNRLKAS
Active calls of the source: *; ? = inconclusive; · = not tested or not shown; & = joins results of further samples; [ ] = dose if it differs, or a comment. Unless noted, calls follow the shape of the dose curve; as a rule, active = well fitted curve in the direction sought with a large enough effect; inconclusive = small, poorly fitted or top-dose-only effect, or another doubt; inactive = no such curve, though single readings can be large; an effect the other way counts as inactive or inconclusive. Compounds were not picked by outcome (roughly 4.1% active in at least one column).

Structure | FUS yeast rescue | Abeta yeast res | EPAC1 agonist | WRN inhibitor | EPAC1 antagonist | PI5P4Ka inh | IL-2 act | PLK1 PBD block
CC(=O)Nc1cccc(-c2ccnc3c2CC(C)(C(=O)NCc2cccs2)O3)c1 (stereo not drawn) | 5% | 9% | 8% | -9% | -23% | 2 | 0.4 | -9%
CCOc1ccccc1/C=C(\NC(=O)c1ccccc1)C(=O)NCCC(=O)O | 12% | 5% | 2% | -27%[57.1 µM] | 21% | 1 | 1.5 | -1%
O=[N+]([O-])c1cccnc1Oc1ccc(F)cc1F | -24% | 8% | 6% | -35% | -3% | 1 | -0.1 | -13%
CCn1c(=N)n(CC(=O)c2ccco2)c2ccccc21 | 3% | 13% | -4% | -16% | -8% | -1 | -0.6 | -1%
COc1cccc(-c2cc(C(=O)Nc3cc(C)on3)no2)c1 | 20% | -22% | 5% | -26% | 21% | · | -2.3 | -7%
Cc1cc([N+](=O)[O-])nn1CC(=O)NNC(=S)Nc1ccc(Cl)cc1 | 10% | -11% | -3% | 8% | 8% | · | -2.9 | -28%
CCCNC(=O)NC(=O)COC(=O)CNS(=O)(=O)/C=C/c1ccccc1 | -1% | -10% | 6% | -5% | -9% | 3 | -0.4 | -13%
O=C(O)CCCC(=O)Nc1cccc(-c2nc3ccccc3[nH]2)c1 | 8% | -12% | 4% | -11% | 5% | 0 | -1.2 | -2%
C#CCNC(=O)C[C@@H]1C[C@@]2(C(=O)OC)CCCCC=C2N(Cc2ccccc2)C1=O | 17% | -3% | -6% | -2% | -5% | 0 | 0.1 | -5%
CCSCc1nnc(SCC(=O)c2ccc(OC)cc2)n1C | 8% | 9% | 4% | -2% | 9% | -10 | 2.0 | -11%
Cc1ccc(Cn2nc(C)c(NC(=O)C3(C)CC3(Br)Br)c2C)cc1 (stereo not drawn) | 13% | -5% | 0% | 0% | -8% | 7 | -1.1 | -6%
Cc1cnc(C(=O)OC(C(=O)c2c[nH]c3ccccc23)c2ccccc2)cn1 (stereo not drawn) | 35% | 7% | 5% | -6% | 8% | 2 | -0.3 | 7%
CC(=O)c1ccc(S(=O)(=O)NCCC(=O)OCC(=O)N(Cc2ccccc2)C(C)(C)C)cc1 | · | 3% | 7% | 4% | -3% | -6 | 0.3 | -12%
COc1ccc(OC)c(NC(=O)c2cccc(NC(=O)c3ccccc3C(=O)O)c2)c1 | 9% | -3% | 7% | 1% | 0% | -6 | 0.8 | -8%
COCCOC(=O)c1c(C)oc2ccc(O)c(CN3CCC(C)CC3)c12 | -12% | 22% | 4% | -6%[57.1 µM] | 2% | · | -2.1 | 6%
CCOC(=O)Cn1cc(C(=O)C2CC2)c2ccccc21 | -16% | 0% | 0% | -10% | 6% | 2 | 0.5 | 1%
Cc1ccnc(NC(=O)C2CCN(S(=O)(=O)c3cccc(C(F)(F)F)c3)CC2)c1 | 15% | ? | ? | 4% | -10% | 0 | 0.2 | 7%
O=C(NC1CCN(C(=S)NCc2ccco2)CC1)c1cccc(F)c1 | 3% | -6% | -6% | 4% | -11% | 10 | 0.3 | 0%
Cc1cnc(NC(=O)CSc2nnc(COc3c(C)cccc3C)o2)s1 | -9% | 0% | -1% | 3% | -4% | 0 | -0.4 | -2%
CC1(c2ccc(OC(F)F)cc2)NC(=O)N(CC(=O)N2CCN(C(=O)c3ccco3)CC2)C1=O (stereo not drawn) | 2% | 3% | 6% | -1% | -9% | 1 | -0.3 | -17%
N#CCCn1cc(/C=N/O)c(-c2cccc([N+](=O)[O-])c2)n1 | 11% | -2% | 10% | -3% | -9% | 2 | -3.1 | -13%
COC(=O)C1(Cc2ccc(O)cc2)OC(=O)C(O)=C1c1ccc(O)cc1 (stereo not drawn) | 6% | 11% | 10% | ? | -7% | ? | 0.8 | -18%
CC(CNC(=O)CCCn1c(=O)c2cccn2c2cccnc21)c1ccccc1 (stereo not drawn) | -10%&-9% | -12%&10% | 2% | -6% | 0% | 2 | 3.1 | -3%
COc1ccc(C(CNC(=O)CCNS(=O)(=O)c2ccc(Br)cc2)N2CCCC2)cc1 (stereo not drawn) | -3% | 1% | 6% | -10% | -11% | 4 | -1.1 | 2%
O=[N+]([O-])c1ccc(Cl)c(S(=O)(=O)Nc2ccc(S(=O)(=O)N3CCOCC3)cc2)c1 | 31% | -10% | -9% | -5% | 11% | -6 | -2.2 | -7%
COc1ccccc1C1CCN(C(=O)C2CCCCC2)CC1 | -3% | -40%[inhibitor] | 0% | -5% | -12% | 10 | -0.1 | -19%
CCn1c(=O)cc(OCC(=O)NCCc2ccc(OC)c(OC)c2)c2ccccc21 | 12% | -12% | -2% | -7% | 17% | -9 | 0.8 | -7%
Cc1ccc(OCC(=O)N2CCN(S(=O)(=O)c3ccccc3)CC2)c([N+](=O)[O-])n1 | -17% | 0% | -1% | 2% | 2% | 0 | 0.8 | 1%
O=C(N/N=C/c1ccc(OCc2ccccc2)cc1)c1cc[n+](Cc2ccccc2)cc1 | 23% | 19% | -9% | 4% | -8% | -5 | 0.1 | 5%
COc1cc(OC)cc(C(=O)Nc2ccc(S(=O)(=O)Nc3ncccn3)cc2)c1 | -12%&16% | 7%&-19% | 5% | 4% | 5% | -9 | -1.7 | -15%
CC1=C(C(=O)N(C(C)C)C(C)C)CC(CC(=O)NCCCN(C)C)C(=O)N1CCCN1CCCC1=O (stereo not drawn) | -28% | -5% | -10% | 8% | 21% | 0 | 0.7 | -5%
COCCCN=C1NN=C(c2cc(C)n(Cc3ccccc3Cl)c2C)CS1 | ? | -13% | -3% | 2% | -11% | -14 | -0.8 | -21%
CCOc1ccc(NC(=O)CN(C)C(=O)c2cc(S(=O)(=O)N3CCCCC3)ccc2Cl)cc1OCC | 34% | 7% | -4% | -20% | -19% | -1 | 1.7 | -6%
CC(=O)c1cccc(NC(=O)CSc2nc(N3CCCCC3)nc(N3CCCCC3)n2)c1 | -13% | 7% | 0% | -9% | -4% | 3 | -1.3 | -21%
C=CCNC(=O)c1nc2ccccc2s1 | -15% | 19% | -10% | 2% | -8% | 1 | 2.5 | 1%
CC(CCc1ccccc1)NC(=O)c1cccs1 (stereo not drawn) | -38% | -6% | 16% | -4% | -17% | · | -0.2 | -13%
Cc1ccnc(NS(=O)(=O)c2ccc(N3C(=O)C4CCCCC4C3=O)cc2)n1 (stereo not drawn) | -17% | 1% | 6% | 3% | 2% | 0 | 0.2 | -11%
O=S(=O)(c1ccccc1Cl)N1CCCC1c1nc(-c2ccccc2Cl)no1 (stereo not drawn) | 12% | 15% | 15% | -9% | -1% | 11 | -3.1 | -3%
Cc1ccc(C)c(S(=O)(=O)N2CCN(C(=O)c3ccc(OCc4c(C)noc4C)cc3)CC2)c1 | 28% | 10% | -13% | -6% | 1% | 4 | -2.9 | 4%
Cc1cc(C)nc(NC(=O)c2ccc(C)o2)n1 | -3% | 9% | -1% | 3% | 10% | -4 | 0.2 | -19%
Cc1ccccc1CC1(CO)CCCN(Cc2ccc(C#CC(C)(C)O)cc2)C1 (stereo not drawn) | 0% | 8% | -12% | -7% | -27% | 2 | -1.5 | -5%
O=C(NCCc1ccc(Cl)cc1)c1cccc(N2CCCC2=O)c1 | 1% | 3% | 7% | 0% | 12% | 0 | -3.0 | 2%
Cc1ccc2c(c1)COc1c3ccc(C(=O)N4CCOCC4)cc3nn1-2 | 8% | -13% | -9% | 1% | -26% | -11 | -0.4 | 1%
O=C1CC(C(=O)N2CCCc3ccccc32)CN1c1ccc(F)cc1 (stereo not drawn) | 21% | -15% | 3% | 11% | 9% | 4 | 0.3 | -5%
COc1ccc(N2CCN(C3CC(=O)N(Cc4ccccc4)C3=O)CC2)cc1 (stereo not drawn) | 8% | 14% | -2% | -10% | -8% | ? | -3.2 | -5%
Cc1ccccc1C(=O)c1cccn1CC(=O)NCCN1CCN(c2cccc(C)c2C)CC1 | ? | -19% | 2% | -13% | 1% | -1 | -3.9 | -6%
CCOC(=O)c1cccc(N2C(=O)C3C4C=CC(CC4)C3C2=O)c1 (stereo not drawn) | 8% | 4% | 3% | 2% | -8% | 0 | -0.7 | -2%
COCCN(C(=O)c1snc(C(N)=O)c1N)C(C(=O)NC1CCCCC1)c1ccc(OC)c(OC)c1 (stereo not drawn) | 36% | 13% | 6% | 6% | -3% | 0 | 0.2 | -17%
CC(=O)N1CCCc2cc(S(=O)(=O)N(C)Cc3ccccc3)ccc21 | 9% | -8% | -1% | -4% | 1% | 4 | -1.6 | -2%
CCCNC(=O)Cc1ncn[nH]1 | 13% | -6% | 1% | -2% | 1% | 0 | -1.4 | -1%
O=C1CC(NS(=O)(=O)c2cccnc2)CN1c1ccc(Cl)cc1 (stereo not drawn) | 5% | 5% | 8% | -4% | 18% | -8 | -3.4 | -8%
Cc1ccc(C(=O)CN2C(=O)NC3(CCOc4ccccc43)C2=O)s1 (stereo not drawn) | -1% | -14% | -2% | 10% | -4% | -19 | 4.9 | -4%
CC(C)C[C@H](NC(=O)C1CC(=O)N(c2ccc3c(c2)OCO3)C1)C(=O)NC1CCCCC1 (stereo partly drawn) | 12% | -1% | 3% | 4% | -2% | -4 | -0.9 | 1%
CC(C)=C(NC(=O)c1ccccc1Cl)C(=O)NCCc1nc2ccccc2[nH]1 | 3% | 3% | 3% | -5% | 9% | -1 | -1.8 | 2%

Of the compounds above, these contain a COOH group:
Structure | FUS yeast rescue | Abeta yeast res | EPAC1 agonist | WRN inhibitor | EPAC1 antagonist | PI5P4Ka inh | IL-2 act | PLK1 PBD block
CCOc1ccccc1/C=C(\NC(=O)c1ccccc1)C(=O)NCCC(=O)O | 12% | 5% | 2% | -27%[57.1 µM] | 21% | 1 | 1.5 | -1%
O=C(O)CCCC(=O)Nc1cccc(-c2nc3ccccc3[nH]2)c1 | 8% | -12% | 4% | -11% | 5% | 0 | -1.2 | -2%
COc1ccc(OC)c(NC(=O)c2cccc(NC(=O)c3ccccc3C(=O)O)c2)c1 | 9% | -3% | 7% | 1% | 0% | -6 | 0.8 | -8%

Assay outcomes deposited in PubChem BioAssay by National Center for Advancing Translational Sciences (NCATS).
